Screening data as filed in PubChem BioAssay.
ALOX15B inhib = inhibitors of human 15-lipoxygenase 2 (ALOX15B); O15296; Potency, µM (top dose mostly 57.1 µM), without a hit: at the top dose activity change, negative = inhibition, actives largely listed as inhibitors; purified 15hLO-2, xylenol orange hydroperoxide absorbance; 110,000 compounds, 0.56% hits; also: potency is read from the fitted curve at half-maximal effect; nearly all actives have a fitted effect of over 60% in size; many of its hits are not listed in these tables
Target sequence (O15296 whole entry, looked up): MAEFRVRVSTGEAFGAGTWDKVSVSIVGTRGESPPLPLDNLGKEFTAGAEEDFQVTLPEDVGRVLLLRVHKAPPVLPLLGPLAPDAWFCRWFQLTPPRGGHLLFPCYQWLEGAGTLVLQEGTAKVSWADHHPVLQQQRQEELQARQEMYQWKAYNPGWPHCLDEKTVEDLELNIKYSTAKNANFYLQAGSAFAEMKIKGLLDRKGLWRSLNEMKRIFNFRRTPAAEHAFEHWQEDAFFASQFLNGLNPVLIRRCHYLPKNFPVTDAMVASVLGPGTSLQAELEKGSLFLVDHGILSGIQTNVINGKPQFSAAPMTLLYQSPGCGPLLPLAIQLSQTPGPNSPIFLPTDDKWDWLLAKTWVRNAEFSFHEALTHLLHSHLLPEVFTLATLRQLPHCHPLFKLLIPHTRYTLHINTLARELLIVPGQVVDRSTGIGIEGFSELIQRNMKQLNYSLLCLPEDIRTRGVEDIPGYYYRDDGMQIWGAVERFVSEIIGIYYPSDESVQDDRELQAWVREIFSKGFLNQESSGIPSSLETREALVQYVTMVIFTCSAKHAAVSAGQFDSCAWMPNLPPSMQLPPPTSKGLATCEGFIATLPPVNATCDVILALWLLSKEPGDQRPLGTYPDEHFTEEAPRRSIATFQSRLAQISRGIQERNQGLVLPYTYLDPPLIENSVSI
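Enzyme 50 nM, AA 45 uM, 25 mM Hepes pH 7.5 + 0.01% Triton X-100; cpd preinc 15 min RT, rxn 90 min RT; stop/detect with 200 uM XO + 300 uM Fe(II) in 50 mM H2SO4, 30 min; A573/A405.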
IMPase cell inh = cell-permeable inhibitors of inositol monophosphatase (IMPase); AID 901; CHO-M1 cells, IP1 accumulation, HTRF TR-FRET ratio; inhibition (IP1 accumulation), % at 46.1 µM; 120,000 tested, under 10 active; active = well fitted curve in the direction sought with a large enough effect in the signal ratio, not every such curve was filed as active; inconclusive = small, poorly fitted or top-dose-only effect, or a change in a side signal; inactive = no such curve, though single readings can be large or run the other way; the % refers to the signal ratio;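 also: cells stimulated with carbachol in lithium chloride buffer; plate controls were DMSO basal wells for no effect and reference inhibitor wells for full effect; higher means more IMPase inhibition seen as more IP1 and lower FRET ratio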
Target sequence (P97697 whole entry, looked up): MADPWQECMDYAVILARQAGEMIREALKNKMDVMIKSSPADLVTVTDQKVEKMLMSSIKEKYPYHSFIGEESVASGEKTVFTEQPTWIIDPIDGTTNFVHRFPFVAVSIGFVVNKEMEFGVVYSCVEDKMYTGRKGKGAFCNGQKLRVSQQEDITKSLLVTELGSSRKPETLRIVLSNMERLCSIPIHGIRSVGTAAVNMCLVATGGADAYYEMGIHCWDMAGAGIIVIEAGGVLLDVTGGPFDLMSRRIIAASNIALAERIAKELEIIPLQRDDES
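CHO-M1, 2000 cells/well, cultured 16–30 h; cpd up to 46 uM; carbachol (50 uM solution, stimulation buffer w/ 50 mM LiCl, pH 7.4), 30 min 37C; IP-One TR-FRET, 10 min RT; Ex 320/Em 665, 620; Hill-fit AC50.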
PNC assembly inh = inhibitors of perinucleolar compartment assembly. PC3M PTB-GFP, PNC prevalence imaging, 16 h; stronger effect = lower value. activity change (PNC), negative = inhibition, % at 10 µM. 140,000 compounds, 3.1% hits;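 active = readout at or below -70, meaning at least 70% loss of cells showing the perinucleolar compartment, a nuclear body marking cancer cells; inconclusive = readout between -30 and a set limit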;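 also: plate controls were DMSO wells for no effect and camptothecin positive control wells for full effect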
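Compounds are pinned in duplicate onto adhered PC3M cells stably expressing GFP-tagged PTB and incubated 16 h at 37 C. Cells are then fixed, nuclei stained with Hoechst, and PNC-positive cells counted.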
12-hLO inh = inhibitors of human 12-lipoxygenase (ALOX12) | P18054 | purified 12-hLO, xylenol orange hydroperoxide absorbance | Potency, µM (series often up to 57.1 µM), without a hit: at the top dose activity change, negative = inhibition, actives largely listed as inhibitors | 150,000 compounds, 0.12% hits; also: potency is read from the fitted curve at half-maximal effect; nearly all actives have a fitted effect of over 55% in size; many of its hits are not listed in these tables
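Hydroperoxide formation by human 12-lipoxygenase from 40 uM arachidonic acid was followed colorimetrically via ferric-xylenol orange complex, using the 573/405 nm absorbance ratio. Enzyme concentration was 150 nM, with 30 min reaction at room temperature.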
Numbers without * were called inactive; ? = inconclusive; · = no result given; [ ] = remark or other dose. Unless noted, calls follow the shape of the dose curve; as a rule, active = well fitted curve in the direction sought with a large enough effect; inconclusive = small, poorly fitted or top-dose-only effect, or another doubt; inactive = no such curve, though single readings can be large; an effect the other way counts as inactive or inconclusive. Unless noted, % is scaled to controls: 0 for no effect and ±100 for the full control effect.

Fields – ALOX15B inhib | IMPase cell inh | PNC assembly inh | 12-hLO inh
CCOC(=O)c1oc2ccccc2c1NC(=O)c1ccccc1OC
  -5% | 6 | 46 | 2%
CCOc1ccc(NC(=O)Nc2ccc3c(c2)nnn3C)cc1
  -1% | 11 | -11 | 5%
CCOCCSc1nnc2nc(C)cc(C)n12
  -8% | -5 | -23 | 0%
Cc1cccc(NC(=O)CSc2nnc(C)n2Cc2ccccc2)c1
  4% | 2 | 8 | 1%
CCOC(=O)c1c(C)[nH]c(C(C)=O)c1C
  -6% | 4 | 25 | -7%
CCCNC(=O)C1CCN(S(=O)(=O)c2ccc(-c3nn[nH]n3)cc2)CC1
  -3% | -5 | 3 | 8%
C/C(Cn1cnc([N+](=O)[O-])n1)=N\NC(=O)c1cccnc1
  · | · | -17 | -2%
CCN(CC)C(=O)CSc1nnc(-c2ccco2)n1Cc1ccco1
  5% | 6 | -18 | -7%
CCOc1ccc(CNC(=O)C2CCN(S(=O)(=O)CC)CC2)cc1OC
  4% | 5 | 110 | 5%
Cc1ccc(-c2n[nH]c(=S)n2/N=C/c2ccc(C)o2)cc1
  · | 4 | 19 | -5%
CC(=O)Nc1nonc1-c1nc2ccccc2n1Cc1ccccc1
  -1% | ? | 22 | 0%
COc1ccc(C)cc1-n1nnnc1SCC(=O)c1cc(C)n(Cc2ccco2)c1C
  -9% | -3 | 30 | -6%
CC(C)(C)Nc1nc(N2CCCC2)nc(N2CCCC2)n1
  48%[activator] | 3 | ? | -7%
COc1ccccc1NC(=O)CN1CCN(CC(=O)Nc2cc(NC(C)=O)ccc2OC)CC1
  -8% | -3 | ? | 0%
OCCNc1ncnc2c1ncn2[C@@H]1O[C@@H](CO)[C@H](O)[C@@H]1O
  -3%[11.4 µM] | · | · | 3%[11.4 µM]
CCN(CC)CC(O)COc1ccccc1C(=O)CCc1ccccc1 (stereo unspecified)
  27% | 25 | -86* | 7%
CCn1c(SCC(=O)Nc2ccccc2)nc2c1c(=O)n(C)c(=O)n2C
  · | -12 | -27 | 2%
CCc1cccc(OCC(=O)Nc2ccc(S(=O)(=O)Nc3onc(C)c3C)cc2)c1
  -9% | -4 | 19 | 2%
CCn1c(-c2ccsc2)nc2c1c(=O)[nH]c(=O)n2Cc1ccccc1
  -7% | -2 | -21 | -4%
COc1ccc(-c2nn3c(-c4ccccc4)nnc3s2)cc1OC
  -3% | 8 | ? | -8%
N#Cc1ccccc1NC(=O)c1cccc(COc2ccc(Cl)cc2Cl)c1
  · | · | -9 | -2%
CC(=O)Nc1ccc(N2C(=O)CSC2c2ccc(F)cc2)cc1 (stereo unspecified)
  2% | ? | -9 | 1%
COC(=O)c1ccsc1NC(=O)CSc1nnnn1Cc1ccccc1
  · | 2 | 23 | -1%
Cc1ccc2c(c1)c(-c1ccccc1)nc1nncn12
  · | 12 | -20 | 0%
O=S(=O)(/N=C(\c1ccc(Cl)cc1)N1CCOCC1)c1ccccc1
  · | · | -3 | -4%
CCCCCn1c(=O)c(C(=O)c2ccccc2)nc2ccccc21
  -6% | 9 | 67 | 0%
Brc1ccc(-c2nnc3n2-c2ccccc2CC3)cc1
  2% | -2 | 17 | -1%
CCCN(CCC)CCNC(=O)C1CC(=O)N(c2ccc(OC)cc2)C1c1ccc(OC)cc1 (stereo unspecified)
  15% | 5 | 42 | 3%
CCOC(=O)CC(NS(=O)(=O)c1ccc(OC)c(OC)c1)c1cccc([N+](=O)[O-])c1 (stereo unspecified)
  · | · | -24 | 0%
O=C1CCN=C(Nc2ccc(F)cc2)N1Cc1ccccc1
  -5% | -2 | 29 | 0%
CC(C)c1ccc(C(=O)NCCCN2CCN(CCCNC(=O)c3ccc(C(C)C)cc3)CC2)cc1
  · | · | 1 | 4%
Cc1cccc(OCC(=O)Nc2ccc(N3CCCC3)cc2)c1C
  17% | 12 | 24 | -15%
COc1ccc(-n2c(SCCC(=O)O)nnc2-c2ccncc2)cc1
  -1%[2.29 µM] | 0 | -2 | 4%
CCN(C(=O)CCS(=O)(=O)c1ccc(Br)cc1)c1ccc2c(c1)OCO2
  -8% | 11 | 12 | -7%
O=C(CN1C(=O)c2cccc3cccc(c23)C1=O)N1CCN(Cc2ccc3c(c2)OCO3)CC1
  13% | -5 | 43 | 1%
Cc1ccc(C(C(=O)NC2CCCC2)N(C(=O)Cc2cccs2)c2ccc3c(c2)OCCO3)cc1 (stereo unspecified)
  -19%[11.4 µM] | -9[1.84 µM] | -30 | 0%
CCNC(=O)COc1cccc(C(=O)NCc2ccccc2)c1
  · | · | 3 | -4%
CC1=C(C)CC(C(=O)NCCc2ccccc2)C(C(=O)O)C1 (stereo unspecified)
  3% | 0 | -20 | 9%
CCOc1ccc(N2C(=O)CC(n3nc(C)cc3C)C2=O)cc1 (stereo unspecified)
  · | 11 | ? | 2%
C=CCC(NC(C)c1ccccc1)c1ccco1 (stereo unspecified)
  · | 7 | 12 | 2%
O=C(Nc1ccccc1C(=O)NCc1ccccc1)c1ccccc1Br
  · | · | ? | 1%
CC(Sc1nnc(Cn2c(=O)sc3ccccc32)n1C)c1ccccc1 (stereo unspecified)
  · | 0 | 6 | 1%
CC(C)CC1=NN(C(=O)c2ccncc2)C(O)(C(F)(F)F)C1 (stereo unspecified)
  · | · | -18 | 4%
CN(CC(=O)NC1CCCCCCC1)S(=O)(=O)c1cccc2cccnc12
  -8% | 0 | ? | 2%
S=C1NC2(CCCCC2)Cc2ccccc21
  · | · | ? | ?
O=C(Nc1cccc(-c2nc3ncccc3o2)c1)c1cc2ccccc2o1
  0% | 8 | 57 | -1%
O=C1c2ccccc2N2C(=O)c3ccccc3[C@H]2N1c1ccccc1
  11% | 5 | -7 | -4%
CCOc1cc(S(=O)(=O)N2CCN(c3ccc(F)cc3)CC2)c(OCC)cc1-n1cnnn1
  3% | 7 | 27 | -1%
CC1Cc2ccccc2N1C(=O)Cn1c(=O)oc2cc(S(=O)(=O)NC3CCCC3)ccc21 (stereo unspecified)
  -2% | -5 | ? | -3%
CCn1c2ccccc2c2nc3cc(S(=O)(=O)N4CCOCC4)ccc3nc21
  -24% | 13 | ? | -18%

Next compounds:
Fields – ALOX15B inhib | IMPase cell inh | PNC assembly inh | 12-hLO inh
CCOC(=O)CN(C(=O)CSc1nnc(Cc2ccccc2)n1-c1ccc(C)cc1)c1ccccc1
  · | 25 | ? | 1%
COc1ccc(CCN2C(=O)CC(NNC(=O)c3ccccc3Br)C2=O)cc1 (stereo unspecified)
  · | -13 | ? | 0%
Cc1ccc2nc(C(O)C(O)c3nc4ccc(C)cc4[nH]3)[nH]c2c1 (stereo unspecified)
  66%[activator] | ? | 24 | -12%
O=C(CSc1ccccc1)Nc1cc(Cl)ccc1Oc1ccccc1
  · | -4 | ? | -5%
CC(C)(C)COS(=O)OCC(C)(C)C
  -8%[11.4 µM] | · | · | 0%[11.4 µM]
CC(C)OC(=O)CC12CN3CC(CC(=O)OC(C)C)(CN(C1)C(=O)c1ccccc1C3=O)C2=O
  6% | 4 | 14 | 2%
CCCC(=O)Nc1ccc2nc(SCC(=O)Nc3ccc(N4CCOCC4)c(Cl)c3)sc2c1
  20% | 3 | -3 | -1%
CCCn1c(CCC(=O)Nc2ccccc2Cc2ccccc2)nc2cc(S(=O)(=O)N3CCOCC3)ccc21
  -14% | 5 | -4 | 6%
CCC(C)(C)n1nnnc1C(c1ccc(OC)c(OC)c1)N1CCN(c2ccc(OC)cc2)CC1 (stereo unspecified)
  -11% | 1 | -11 | -5%
CCSc1nnc(-c2ccc(S(=O)(=O)NCc3cccs3)cc2)o1
  0% | -12 | -18 | -1%
CCC(c1nnnn1Cc1ccco1)N(Cc1ccccc1OC)Cc1cc2cc(C)ccc2[nH]c1=O (stereo unspecified)
  -6% | 3 | 28 | -15%
COc1ccccc1OCCCOc1c(Cl)cc(C)cc1Cl
  · | · | -2 | -1%
CN(C)c1ccc(C(=O)N2CC(=O)N(CCc3ccccc3)C(=O)C2)cc1
  4% | 1 | -2 | -4%
Cc1n[nH]c(=O)n1-c1ccc(Oc2ccccc2)cc1
  · | ? | 27 | -1%
CNC(=O)c1nnc(Cc2ccc(Cl)cc2)o1
  8% | 5 | ? | -1%
CCCCN1C(=S)SC(C)(C)C1/[N+]([O-])=C/c1cccnc1 (stereo unspecified)
  2% | -10 | 44 | 3%
CCOC(=O)CSc1nnc(CCc2nc3ccccc3[nH]2)n1C
  -1% | -2 | -29 | -2%
CCN(CC)S(=O)(=O)c1cccc(-c2nnc(SCCCC(=O)c3ccc(F)cc3)o2)c1
  1% | 5 | 9 | -6%
COCCN(CCOC)Cc1c(C)[nH]c2c(C)c(C)ccc2c1=O
  -6% | -2 | ? | 1%
COc1ccc(-n2c(SCC(=O)Nc3ccccc3)nnc2-c2ccc(NS(=O)(=O)c3ccc(C)cc3)cc2)cc1
  ? | -1 | 29 | -8%
O=C(NC1=NCCS1)c1cccc(NC(=O)c2ccco2)c1
  3% | -10 | 35 | 2%
CCC(NC(=O)c1cccc(Cn2cc([N+](=O)[O-])cn2)c1)c1ccc(C(C)C)cc1 (stereo unspecified)
  -11% | 7 | -10 | 1%
COc1ccc(OC)c(S(=O)(=O)Nc2c(F)cccc2F)c1
  4% | 13 | ? | -3%
C/C=C/COc1nc2c(c(=O)n(C)c(=O)n2C)n1C
  · | 8 | -100* | 2%
CCC(CO)n1c(SCc2cc(=O)oc3cc(C)ccc23)nc2ccccc2c1=O (stereo unspecified)
  -3% | 4 | ? | -10%
Cc1ccc(C2CC(=O)Oc3cc(C)c(Cl)c(C)c32)cc1 (stereo unspecified)
  -2%[0.0915 µM] | · | · | -14%[0.00818 µM]
O=C(CCC(=O)N/N=C/c1c[nH]c2ccccc12)NCc1ccccc1
  · | · | 49 | 0%
O=C(Nc1nc2nc(-c3ccccc3)cc(-c3ccccc3)n2n1)c1ccco1
  9% | 1 | ? | -3%
CCn1c(=O)cc(SCC(=O)Nc2ccc(OC)c(OC)c2)c2ccccc21
  10% | -7 | 41 | 4%
COc1cccc(NC(=O)CSc2nnc(Cn3c(=O)sc4ccccc43)n2C)c1
  · | -9 | -28 | 7%

Quoted from the listing:
IMPase cell inh result of `CCC(NC(=O)c1cccc(Cn2cc([N+](=O)[O-])cn2)c1)c1ccc(C(C)C)cc1` (stereo unspecified) is entered as 7
ALOX15B inhib result of `Cc1ccc(C2CC(=O)Oc3cc(C)c(Cl)c(C)c32)cc1` (stereo unspecified) is entered as -2%[0.0915 µM]

Further structures:
Fields – ALOX15B inhib | IMPase cell inh | PNC assembly inh | 12-hLO inh
COc1ccc(OC)c(NC(=O)c2ccc(NC(C)=O)cc2)c1
  -2% | -3 | -9 | -8%
Cc1cc(C)c2sc(NNC(=O)C3COc4ccccc4O3)nc2c1 (stereo unspecified)
  · | · | 76 | -1%
CN(C(=O)CSc1nc(N)nn1-c1ccccc1)c1ccccc1
  7% | 0 | ? | 5%
O=C(CCC(=O)OCC(=O)c1ccc(F)cc1)NC1CCCCC1
  -5% | 2 | ? | 13%
O=S(=O)(c1ccccc1)c1nc(Nc2cccc(O)c2)sc1Cl
  · | · | ? | -4%
O=C(CCSCCc1ccccn1)Nc1ccc(Br)cn1
  1% | -1 | 30 | 1%
O=C(CSc1nnc(-c2ccccc2)o1)Oc1ccc(Br)cc1
  -3% | -3 | 61 | 6%
CCOc1ccc(-c2noc(CCCC(N)=O)n2)cc1OC
  -1% | 12 | 26 | 1%
O=c1c2ccc(Cl)cc2nc(-c2cccc(C(F)(F)F)c2)n1O
  -15% | -5 | 10 | -4%

Some of the compounds tested; rates above refer to the full screens.
